Source: PubChem BioAssay
CFTR F508del cor: CFTR F508del correction in bronchial cells; CFBE cells, YFP halide quenching; stimulated with forskolin plus potentiator P3; % fluorescence drop versus neutral controls; hit rate 0.36% among 350,000; activity (quench increase), % at 7.58 µM; AID 720511;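 active = mean added fluorescence quench of at least 8% versus neutral control, with both replicates also reaching 8%; inconclusive = only one of the mean or replicate conditions met; inactive = mean below 8% and not both replicates reaching 8%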;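 note: cells transiently co-express mutant CFTR-F508del with the halide-sensitive YFP; corrector assay measuring rescue of mutant channel to the surface after 24 h compound exposure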
SIRT5 inh: sirtuin-5 (human) deacylase inhibition | Q9NXA8 | Purified SirT5, succinyl-peptide AMC, trypsin-coupled fluorescence | inhibition, % at 15 µM | hit rate 1.1% among 330,000 | AID 652115; in the data active = inhibition above about 15%; inconclusive = no clear call, values can overlap the other calls
Target sequence (Q9NXA8 whole entry, looked up): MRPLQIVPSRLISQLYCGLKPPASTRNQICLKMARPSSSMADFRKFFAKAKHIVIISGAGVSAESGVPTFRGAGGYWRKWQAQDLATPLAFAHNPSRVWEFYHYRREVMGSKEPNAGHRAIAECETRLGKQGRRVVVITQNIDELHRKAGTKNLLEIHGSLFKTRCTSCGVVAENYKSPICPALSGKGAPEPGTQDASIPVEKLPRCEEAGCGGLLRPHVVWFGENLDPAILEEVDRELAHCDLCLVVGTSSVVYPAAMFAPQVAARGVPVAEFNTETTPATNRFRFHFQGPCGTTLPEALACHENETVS
DENV2 CPE: protects cells from dengue virus 2 cytopathic effect; CPE inhibition, % at 9.99 µM; AID 651640; DENV2-infected cells, cytopathic effect rescue, plate reader; hit rate 1.7% among 350,000; in the data active = CPE inhibition above about 20%, passing the limit was not always enough; inconclusive = no clear call, values can overlap the other calls; tested in BHK-21 cells;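 note: 0% = median of neutral control wells and 100% = median of positive control wells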
CASP6 VEID inh: caspase-6 (human) enzyme inhibition; P55212; purified caspase-6, Z-VEID-R110 cleavage fluorescence; inhibition, % at 12.5 µM; hit rate 0.53% among 350,000;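 active = mean inhibition across replicates at least about 35%, with every replicate also reaching that limit, limit read from the data; inconclusive = only one of the two criteria met; inactive = neither criterion met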;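 note: 0% = median of neutral control wells and 100% = no fluorescence left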
Target sequence (P55212 24-179 limits assumed): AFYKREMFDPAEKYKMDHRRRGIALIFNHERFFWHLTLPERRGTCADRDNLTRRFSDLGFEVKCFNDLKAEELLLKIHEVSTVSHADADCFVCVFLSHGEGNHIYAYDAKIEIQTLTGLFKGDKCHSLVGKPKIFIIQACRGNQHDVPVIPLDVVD
Target sequence (P55212 194-293 limits assumed): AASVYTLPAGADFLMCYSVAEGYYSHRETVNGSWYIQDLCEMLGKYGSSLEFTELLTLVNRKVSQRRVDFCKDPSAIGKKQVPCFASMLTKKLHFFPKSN
ERp5 inh: blocks human ERp5 reductase activity on insulin | ERp5 insulin aggregation, absorbance 650 nm, 90 min | inhibition, % at 9.99 µM | hit rate 0.05% among 350,000 | AID 651711;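 active = mean replicate inhibition above about 25%, with every replicate also reaching it, limit read from the data, passing the limit was not always enough; inconclusive = only one of those two criteria met; inactive = neither criterion met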
Target sequence (Q15084 whole entry, looked up): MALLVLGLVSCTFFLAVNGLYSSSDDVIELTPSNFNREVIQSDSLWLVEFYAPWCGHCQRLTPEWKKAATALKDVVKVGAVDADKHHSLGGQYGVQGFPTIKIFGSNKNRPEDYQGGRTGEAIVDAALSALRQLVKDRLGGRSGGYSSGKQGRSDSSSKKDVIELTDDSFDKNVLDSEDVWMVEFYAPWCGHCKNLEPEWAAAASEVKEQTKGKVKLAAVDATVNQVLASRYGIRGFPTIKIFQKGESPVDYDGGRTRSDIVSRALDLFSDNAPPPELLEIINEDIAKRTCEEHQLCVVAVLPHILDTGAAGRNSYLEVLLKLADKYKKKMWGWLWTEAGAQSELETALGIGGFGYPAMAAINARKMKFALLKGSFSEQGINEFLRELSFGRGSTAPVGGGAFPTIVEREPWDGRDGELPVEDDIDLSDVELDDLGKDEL
ERAP1 inh: blocks human ERAP1 aminopeptidase activity; hit rate 0.15% among 340,000; recombinant ERAP1, Leu-AMC fluorescence, 60 min; inhibition, % at 10.7 µM; Q9NZ08;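 active = mean replicate inhibition of at least 30%, or all replicates individually reaching that 30% level; inactive = mean below 30% and not every replicate reaching it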;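 note: 0% = neutral control wells and 100% = L-leucinethiol positive control wells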
miR122 inh: miR-122 inhibition in Huh7 cells; AID 602342; Huh7 miR-122 Renilla luciferase sensor, 48 h; neutral wells = 0, positive control = 100; activation (reporter increase), % at 12.5 µM; hit rate 0.3% among 340,000;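 active = mean replicate activation score at least 90 and every replicate individually at or above 90; inconclusive = only one of the two criteria met; inactive = neither criterion met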;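 note: higher luciferase means less miR-122 activity so hits act as miR-122 inhibitors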
* marks the source's active call; other numbers are inactive results; ? = inconclusive; nt = no result given; & = joins results of further samples; [ ] = remark or other dose. Some of the compounds tested, so the mix of outcomes need not match the whole.

Sample of the layout:
SMILES	CFTR F508del cor	SIRT5 inh	DENV2 CPE	CASP6 VEID inh	ERp5 inh	ERAP1 inh	miR122 inh
O=C(Cc1ccccc1)N1CCCCN2[C@H](C1)[C@H](c1ccc(C#CC3(O)CCCC3)cc1)[C@@H]2CO	-2.1	1	-10	-2	2	0	3[16.7 µM]
COC(=O)C1=C(c2ccc3ccccc3c2)C[C@@H]2CC[C@H]1N2C(=O)NCc1ccc(C(F)(F)F)cc1	0.2	0	-6	0	1	0	-8
C[n+]1ccc(-c2cc[n+](C)cc2)cc1	1.4&-1.1	-6&-2	3&14	-25&-16	-3&4	4&-3	-6&-1
COc1ccc(CN2CCCC(C(=O)c3sccc3C)C2)cc1O (configuration not stated)	-2.8	1	9	2	6	-3	nt
COC(=O)[C@@H]1N=C(c2ccc(OC)cc2)O[C@]12C(=O)N(Cc1ccccc1)c1ccccc12	5.4	-3	-1	3	-5	nt	nt
N#C/C(=C\c1ccc(O)cc1)C(=O)O	-2.6&0.3	2&14	5&-6	5	-7&-1	-4&-6	4&-1
Cc1cc2ccccc2c(=O)n1CC(=O)NCC(=O)N1CCC2(CC1)OCCO2	-0.6	-2	nt	-1	8	2	nt
NC(=O)Cn1cc(C(=O)c2ccccc2F)c2ccccc21	-2.0	nt	nt	-2	4	nt	-5
COc1ccccc1-n1c(O)c(/C=C2\C=Nc3ccccc32)c(=O)[nH]c1=O	-2.2	0	-4	4	1	3	nt
CCNc1cc(N2CCN(C)CC2)ccc1[N+](=O)[O-]	2.3	7	-2	1	5	4	1
C[N+](C)(C)CC#CCN1CCCC1=O	-3.0	1	16	-3	-3	73*	1

The whole of this part, previewed entries included:
SMILES	CFTR F508del cor	SIRT5 inh	DENV2 CPE	CASP6 VEID inh	ERp5 inh	ERAP1 inh	miR122 inh
O=C(Cc1ccccc1)N1CCCCN2[C@H](C1)[C@H](c1ccc(C#CC3(O)CCCC3)cc1)[C@@H]2CO	-2.1	1	-10	-2	2	0	3[16.7 µM]
COC(=O)C1=C(c2ccc3ccccc3c2)C[C@@H]2CC[C@H]1N2C(=O)NCc1ccc(C(F)(F)F)cc1	0.2	0	-6	0	1	0	-8
C[n+]1ccc(-c2cc[n+](C)cc2)cc1	1.4&-1.1	-6&-2	3&14	-25&-16	-3&4	4&-3	-6&-1
COc1ccc(CN2CCCC(C(=O)c3sccc3C)C2)cc1O (configuration not stated)	-2.8	1	9	2	6	-3	nt
COC(=O)[C@@H]1N=C(c2ccc(OC)cc2)O[C@]12C(=O)N(Cc1ccccc1)c1ccccc12	5.4	-3	-1	3	-5	nt	nt
N#C/C(=C\c1ccc(O)cc1)C(=O)O	-2.6&0.3	2&14	5&-6	5	-7&-1	-4&-6	4&-1
Cc1cc2ccccc2c(=O)n1CC(=O)NCC(=O)N1CCC2(CC1)OCCO2	-0.6	-2	nt	-1	8	2	nt
NC(=O)Cn1cc(C(=O)c2ccccc2F)c2ccccc21	-2.0	nt	nt	-2	4	nt	-5
COc1ccccc1-n1c(O)c(/C=C2\C=Nc3ccccc32)c(=O)[nH]c1=O	-2.2	0	-4	4	1	3	nt
CCNc1cc(N2CCN(C)CC2)ccc1[N+](=O)[O-]	2.3	7	-2	1	5	4	1
C[N+](C)(C)CC#CCN1CCCC1=O	-3.0	1	16	-3	-3	73*	1
CCOC(=O)[C@]12Cc3ccccc3[C@H]1N(C)C(=O)c1cc(OC)ccc12	0.3	-3	?	5	-2	nt	nt
COC(=O)C1=C(c2cc3ccccc3s2)C[C@@H]2CC[C@H]1N2C(=O)NC(C)C	1.4	2	-8	-1	4	7	nt
CCN(CC)c1ccc(/C=C2\C(=O)NC(=S)N(C)C2=O)o1	0.3	6	-3	-5	-12	nt	-10
COC(=O)C1=C(c2ccccc2OCc2ccccc2)C[C@@H]2CC[C@H]1N2C(=O)NCCOc1ccc(OC)cc1	0.7	nt	-22	0	3	2	-6
N/C(=N/[N+](=O)[O-])N1CCN(C(=O)Oc2ccc([N+](=O)[O-])cc2)CC1	0.6	-1	2	-11	5	0	-7
CC(=O)OC1=CC[C@H]2[C@@H]3CC[C@H]4C[C@H](OC(C)=O)[C@@H](OC(C)=O)C[C@]4(C)[C@H]3CC[C@]12C	-0.1	-2	-12	-6	7	0	-2
CN(C)C(=O)Oc1cc(OC(=O)N(C)C)cc(C(O)CNC(C)(C)C)c1 (configuration not stated)	3.2&2.4	0&-1	?	5	-5&-1	-1&-3	-4&-5
O=C1NC(=S)N(c2ccc(F)cc2)C(=O)/C1=C/c1ccccc1O	0.8	0	-3	2	2	-2	-2
Clc1ccc(OCC#CCN2CCOCC2)cc1	-1.5	0	-2	-2	-4	-2	-10
Cc1cc(C)c(S(=O)(=O)NCC2CCC(C(=O)N3CCC4(CC3)OCCO4)CC2)c(C)c1 (configuration not stated)	-0.2	0	4	6	4	-1	nt
COc1cccc(C2CCN(CC(=O)Nc3cc(Cl)ccc3OC)CC2O)c1 (configuration not stated)	-1.7	-8	3	1	3	-1	nt
C/C=C/c1ccc2c(c1)OCO2	0.8	nt	20*	-5	-1	-6	-5
CN(C)c1cccc2c(C#N)ccc(N(C)C)c12	0.1	6	0	2	7	3	-3
Cc1ccsc1C(=O)C1CCCN(Cc2cnn(C)c2)C1 (configuration not stated)	-0.8	-2	2	-1	5	3	nt

The list continues.
SMILES	CFTR F508del cor	SIRT5 inh	DENV2 CPE	CASP6 VEID inh	ERp5 inh	ERAP1 inh	miR122 inh
CN1Cc2cnnn2-c2ccccc2C1c1ccccc1 (configuration not stated)	-0.1	-5	-3	-8	-8	-2	-6
C=C(C)C1(CCCC)C(=O)NC(=S)NC1=O	-1.3	-1	5	0	3	-1	nt
CC(=O)O[C@@H]1CC[C@]2(C)C3CC[C@@]4(C)C(C[C@@H](O)[C@@H]4O)C3[C@@H](OC(C)=O)C[C@H]2C1 (some centres not stated)	-2.9	1	-3	-1	-3	0	-5
NCC(O)c1ccc(O)cc1 (configuration not stated)	-3.4	0	2	0	3	-1	2
COc1ccc2c3c([nH]c2c1)C(C)=NCC3	5.3	-13	4	-3	-2	22	12
COc1cc(OC)c2c(c1)O[C@@H](c1ccc(OC)c(OC)c1)[C@H](O)C2	1.4	-3	-7	4	-1	nt	3
COc1ccc(CN2CCCC(C(=O)c3ccccc3SC)C2)cc1O (configuration not stated)	-0.7	-4	-3	-4	3	-2	-6
COC(=O)C1=C(c2ccc(F)cc2OCc2ccccc2)C[C@@H]2CC[C@H]1N2C(=O)NCc1ccccc1C(F)(F)F	-0.1	nt	-8	-1	0	nt	-5
CCOP(=O)(Oc1ccccc1)c1c([N+](=O)[O-])cc(C(F)(F)F)cc1[N+](=O)[O-] (configuration not stated)	-0.3	-1	1	3	0	0	3
O=C(O)C1CC2(Cl)C(Cl)=C(Cl)C1(Cl)C2(Cl)Cl (configuration not stated)	-3.5	-2	4	-1	1	-1	nt
COC(=O)C1=C(c2ccc(OC(F)(F)F)cc2)C[C@@H]2CC[C@H]1N2C(=O)NC1Cc2ccccc2C1	3.3	nt	-2	1	0	1	0
COC(=O)[C@H]1[C@H](CO)[C@H]2Cn3c(ccc(-c4ccccc4F)c3=O)[C@@H]1N2Cc1ccncc1	-1.7	2	4	-2	-5	-2	0[16.7 µM]
Cn1c(=O)cc(OCC(=O)N2CCC3(CC2)OCCO3)c2ccccc21	nt	1	nt	2	1	3	3
CC(=O)Nc1cccc([As](=O)(c2cccc(NC(C)=O)c2)c2cccc(NC(C)=O)c2)c1	-0.5	-2	-2	4	5	nt	7
CCC1(CC)C(=O)C=CNC1=O	29*	-5	-4	0	-2	-4	-1
CCCNC(=O)N1[C@H]2CC[C@@H]1C(C(=O)OC)=C(c1ccc(C(C)=O)cc1)C2	-0.2	-4	1	0	4	-2	1
O=c1c2ccccc2nc(-c2ccccc2Cl)n1-c1ccc(O)cc1	-1.6	-2	-7	1	1	3	-1
O=C(CN1CCN(c2ccccc2F)CC1)Nc1cccnc1Cl	-0.2	-2	0	-2	0	-9	nt
O=C(O)[C@H]1[C@H](CO)[C@H]2Cn3c(ccc(-c4cccc(F)c4)c3=O)[C@@H]1N2CCc1ccccc1	-3.4	1	-23	3	-5	2	1[16.7 µM]
O=[N+]([O-])c1cc([As](=O)(O)c2ccc(O)c([N+](=O)[O-])c2)ccc1O	-4.3	-2	1	5	1	3	-4
Cc1cnc(-n2c(=S)[nH]c3ccccc3c2=O)s1	-2.4	2	3	11	-3	5	12
O=C(c1ccccc1[N+](=O)[O-])N1CCC2(CC1)OCCO2	-1.4	-2	-3	-1	1	1	1
CN1CCCN(C(=O)COc2ccc(F)cc2F)CC1	-0.3	-4	13	0	-14	-4	nt
CN1CCN(Cc2cc(=O)n3ccsc3n2)CC1	2.1	-8	?	-3	1	2	2
COc1ccc(-c2ccc([C@@H]3[C@@H](CO)N4CCCCN(C(=O)Cc5ccncc5)C[C@H]34)cc2)cc1	0.1	3	-5	-1	-2	0	8[16.7 µM]

The results go on.
SMILES	CFTR F508del cor	SIRT5 inh	DENV2 CPE	CASP6 VEID inh	ERp5 inh	ERAP1 inh	miR122 inh
CN1CCN(c2ccc([N+](=O)[O-])c(SCCO)c2)CC1	-1.5	0	-9	0	3	6	nt
Cc1ccccc1S(=O)(=O)N1[C@@H]2Cn3c(ccc(-c4cccnc4)c3=O)[C@H]1[C@@H](C(=O)O)[C@@H]2CO	-2.6	-42	1	-1	2	0	0[16.7 µM]
Cc1ccc(-n2c(O)c(/C=N/c3ncc(Br)cc3Br)c(=O)[nH]c2=O)cc1	-1.1	2	nt	-2	2	1	nt
O=C1CNC[C@H]2[C@H](c3ccc(Br)cc3)[C@@H](CO)N12	-2.2	-1	6	1	1	-3	nt
COC(=O)C1=C(c2ccc(-c3ccccc3)c(F)c2)C[C@@H]2CC[C@H]1N2C(=O)NCCNC(C)=O	-0.5	nt	-6	-2	1	nt	-2
COc1cc2nc(CN3CC=C(c4ccccc4)CC3)[nH]c(=O)c2cc1OC	2.6	0	16	-1	0	1	36
COC(=O)C1=C(c2ccccc2OCc2ccccc2)C[C@@H]2CC[C@H]1N2C(=O)NCc1ccc([N+](=O)[O-])cc1	-3.1	nt	-6	-4	2	nt	nt
CN1C2(C)c3ccccc3C1(c1ccccc1)c1ccccc12	-0.6	-7	7	-1	-2	5	nt
O=C(Cc1ccncc1)N1CCCCN2[C@H](CO)[C@@H](c3ccc(-c4ccncc4)cc3)[C@H]2C1	-1.0	1	13	0	-1	3	2[16.7 µM]
OC1/C(=C/c2ccccc2C(F)(F)F)N2CCC1CC2 (configuration not stated)	-0.8	-1	12	1	3	-3	nt
CNC(=O)OCc1n(C)cc[n+]1C	nt	-2	3	-3	7	84*	nt
CN1C(=O)C(=Cc2c(OCc3cnc(Cl)s3)ccc3ccccc23)C(=O)N(C)C1=O	0.3	-1	10	5	-3	2	-7
O=C(CN1CC=C(c2ccccc2)CC1)NC(=O)NCc1ccccc1	-0.2	0	nt	-2	-5	1	nt
COc1ccc(NP2(=O)NCCCN2)cc1	-0.6	nt	-5	1	2	3	1
CCN(CC)C(=O)c1ccc(NC(=O)c2cccc(S(=O)(=O)N3CCN(C)CC3)c2)cc1	-0.2	-1	3	-1	-2	5	nt
Cn1c(O)c(/C=C2\C=Nc3ccccc32)c(=O)n(C)c1=O	-0.5	-8	3	3	2	2	1
Cc1ccc(N=C(/N=C(\N)N[N+](=O)[O-])Nc2ccc(C)cc2)cc1	1.8	1	-1	-1	1	nt	8
CCC/C=N/O	1.6	nt	-5	-3	-1	-2	-3
CCOC(C[n+]1c(-c2ccccc2)cc(C)cc1-c1ccccc1)OCC	-1.2	-5	11	-6	2	-2	nt
COc1ccc(-c2ccc3c(c2)CN(CC(C)C)Cc2cnnn2-3)cc1	-6.1	-2	-5	2	-8	nt	-3
CCCC(C)C1(CC)C(=O)NC(=Nc2ccc(OC)cc2)NC1=O (configuration not stated)	-4.4	-1	nt	3	1	3	3
CCC1(CC)C(=O)NC(=Nc2cccc(C(F)(F)F)c2)NC1=O	nt	-5	nt	1	4	-2	26
CS(=O)(=O)c1ccc(C2=C(CNC(=O)c3ccncc3)[C@H]3CC[C@@H](C2)N3Cc2ccccc2)cc1	1.9	-5	-2	-5	-5	0	1
